# Screens: PubChem BioAssay, National Center for Advancing Translational Sciences (NCATS)
# RXFP1 agonist – activates the human relaxin receptor RXFP1. Q9HBX9. HEK293T-RXFP1 cAMP TR-FRET, 30 min; response scale: percent of porcine relaxin response, buffer zero. Potency, µM (series often up to 57.5 µM), inactives show at the highest dose activation, usual class: activators. actives 0.3% (n = 370,000); also: potency is read from the fitted curve at half-maximal effect; % is scaled to controls: 0 for no effect and ±100 for the full control effect; nearly all actives have a fitted effect of over 60% in size; many of its hits are not listed in these tables
#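 Agonist response is measured as cAMP accumulation in an RXFP1-transfected HEK293T line under PDE4 inhibition. Values are scaled between buffer-only and 29 nM porcine relaxin, and EC50s come from standard Hill equation fits.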
# TRHR PAM – allosteric enhancers of human TRH receptor; TRHR cells, fluo-8 calcium fluorescence, EC20 TRH enhancement; enhancement, % at 2 µM; actives 0.66% (n = 360,000); P34981; in the data active = enhancement above about 30%; also: 0% is about no effect
#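 TRHR-expressing cells loaded with fluo-8 calcium dye were read kinetically (ex 480/em 530) during compound addition, then stimulated with an EC20 of TRH (10 nM final). Enhancement of the Gq-mediated intracellular calcium response was scored.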
# Anesthetic bind – binds horse apoferritin like a general anesthetic. P02791. apoferritin/1-aminoanthracene competitive binding, fluorescence. Potency, µM (highest dose often 77.5 µM), for inactives: top-dose activity change, negative = displacement, actives largely listed as inhibitors. actives 0.074% (n = 350,000). AID 485281; also: potency is read from the fitted curve at half-maximal effect; % is scaled to controls: 0 for no effect and ±100 for the full control effect; nearly all actives have a fitted effect of over 20% in size
# Target sequence (P02791 2-175 limits assumed): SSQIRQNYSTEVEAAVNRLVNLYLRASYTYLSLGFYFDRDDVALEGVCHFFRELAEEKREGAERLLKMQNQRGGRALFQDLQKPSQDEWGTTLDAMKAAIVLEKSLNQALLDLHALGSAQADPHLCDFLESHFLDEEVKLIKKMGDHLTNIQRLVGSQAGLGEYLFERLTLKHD
#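 Steps: apoferritin (10 uM) was premixed with half-saturated 1-AMA in PBS, compounds were pin-transferred, plates stood 10 min at room temperature, fluorescence was read at 380/535 nm, and curves were fitted with a Hill equation.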
# TRHR ag – TRH receptor (human) agonism; P34981; TRHR cells, calcium flux fluo-8, FDSS agonist mode; activation, % at 2 µM; actives 0.18% (n = 360,000); AID 493084; in the data active = activation above about 30%; also: 0% is about no effect
#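 Fluo-8-loaded TRHR cells; 10 s baseline, compound added, kinetic Ca2+ fluorescence read 1/s, agonist mode.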
# D2 PAM – D2 dopamine receptor (human) potentiation. P14416. HEK293 T-REx D2, calcium flux, EC20 dopamine potentiation. potentiation, % at 10 µM. actives 0.34% (n = 340,000). AID 485347;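 active = potentiation over 3 SD above the plate norm, cut at about 30% in these data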; also: 0% is about no effect
# Target sequence (P14416 whole entry, looked up): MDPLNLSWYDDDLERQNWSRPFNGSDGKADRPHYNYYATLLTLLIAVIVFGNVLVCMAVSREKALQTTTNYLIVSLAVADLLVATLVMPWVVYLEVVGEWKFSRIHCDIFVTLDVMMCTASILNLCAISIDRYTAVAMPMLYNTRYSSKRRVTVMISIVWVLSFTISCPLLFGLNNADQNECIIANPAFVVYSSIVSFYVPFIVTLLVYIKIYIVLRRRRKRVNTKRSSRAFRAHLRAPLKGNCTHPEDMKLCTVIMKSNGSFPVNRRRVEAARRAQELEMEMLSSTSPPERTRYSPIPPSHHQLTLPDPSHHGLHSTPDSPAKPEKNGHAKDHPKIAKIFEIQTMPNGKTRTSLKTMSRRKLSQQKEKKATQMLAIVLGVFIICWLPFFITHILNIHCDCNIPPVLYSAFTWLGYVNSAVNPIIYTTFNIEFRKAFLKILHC
#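 Potentiation of an EC20 dopamine calcium response is measured in a force-coupled, tetracycline-inducible Hek293 Trex D2 line. Compound-only kinetic reads over 180 s flag agonists before dopamine addition.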
# D1 ag – human D1 receptor agonism | actives 1% (n = 360,000) | HEK293 T-REx D1 cells, calcium flux, agonist mode | activation, % at 2 µM | P21728; in the data active = activation above about 30%; also: 0% is about no effect
# Target sequence (P21728 whole entry, looked up): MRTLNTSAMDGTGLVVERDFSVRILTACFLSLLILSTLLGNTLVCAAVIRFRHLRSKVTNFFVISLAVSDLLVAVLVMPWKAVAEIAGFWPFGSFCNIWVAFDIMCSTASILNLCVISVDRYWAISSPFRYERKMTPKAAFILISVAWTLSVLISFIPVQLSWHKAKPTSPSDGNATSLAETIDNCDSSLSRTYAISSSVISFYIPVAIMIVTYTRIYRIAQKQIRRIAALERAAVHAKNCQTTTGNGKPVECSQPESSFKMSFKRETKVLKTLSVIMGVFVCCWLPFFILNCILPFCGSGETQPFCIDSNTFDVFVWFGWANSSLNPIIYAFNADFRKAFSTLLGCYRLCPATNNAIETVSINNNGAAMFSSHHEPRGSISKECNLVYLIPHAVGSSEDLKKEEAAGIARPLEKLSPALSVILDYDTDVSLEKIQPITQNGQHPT
#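 Inducible HEK293 T-REx D1 cells, force-coupled to calcium signalling, were plated at 4000 cells/well with tetracycline and held overnight at 30 C. After no-wash calcium dye loading, compound-evoked calcium rise over 180 s flagged agonists.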
# D1 antag – human D1 dopamine receptor antagonism; P21728; HEK293 TREx D1 cells, calcium flux, dopamine EC80; active compounds read low; activity change, negative = inhibition, % at 10 µM; actives 3.2% (n = 360,000); in the data active = activity change below about -30%; also: % is scaled to controls: 0 for no effect and ±100 for the full control effect
#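 HEK293 T-REx cells expressing inducible, force-coupled D1 receptor; no-wash Ca dye, 30–90 min RT. Cmpd → 180 s read at 1 Hz → EC80 DA → 180 s read.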
# RXFP1 antagonist – blocks the human relaxin receptor RXFP1 | actives 0.59% (n = 350,000) | activity change, negative = inhibition, % at 57.5 µM | HEK293-RXFP1, relaxin-stimulated cAMP HTRF, 30 min; active compounds read low | Q9HBX9;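 active = activity change of -60% or lower, but not beyond a set lower limit; inconclusive = change between -60% and -40%, or beyond the set limit; inactive = change above -40%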; also: % is scaled to controls: 0 for no effect and ±100 for the full control effect
# D1 PAM – enhances dopamine response at the human D1 receptor; P21728; HEK293 TREx D1 cells, calcium flux, dopamine EC20 potentiation; potentiation, % at 10 µM; actives 0.036% (n = 360,000); in the data active = potentiation above about 30%; also: 0% is about no effect
# The depositor's hits bear a star; ? = inconclusive; . = no result given; & = joins results of further samples. Unless noted, calls follow the shape of the dose curve; as a rule, active = well fitted curve in the direction sought with a large enough effect; inconclusive = small, poorly fitted or top-dose-only effect, or another doubt; inactive = no such curve, though single readings can be large; an effect the other way counts as inactive or inconclusive. An excerpt; rates above refer to the full screens.
1) CSc1nnc2ccc(-c3ccc(C)cc3)nn12
2) O=C1COc2ccc(S(=O)(=O)CCC(=O)N3CCN(c4cccc(Cl)c4)CC3)cc2N1
3) CCOC(=O)N1CCC(NC(=O)c2cc3cc4cc(OC)ccc4nc3o2)CC1
4) CC(C)c1nnc(NC(=O)CCC(=O)N2CCN(C3CCCCC3)CC2)s1
5) O=C(CCN=C1NS(=O)(=O)c2ccccc21)Nc1ccc(Cl)cc1F
6) Cc1ccc(CN2CCN(C3CSCCSC3)CC2CCO)cc1 (stereo unspecified)
entry no.	1	2	3	4	5	6
RXFP1 agonist	8.9%	0.2%	1.8%	-0.2%	1.2%	-2.8%
TRHR PAM	11.5	0.7	5.5	8.1	-6.1	-11.7
Anesthetic bind	0.2%	-12.4%	-14.4%	-12.0%	.	-8.5%
TRHR ag	-0.8	0.5	0.0	-1.3	-0.4	0.7
D2 PAM	8.4	-3.7	-6.4	.	-13.6	-7.9
D1 ag	2.5	1.2	3.5	-0.6	1.5	0.5
D1 antag	-1.1	-16.7	-10.8	-4.6	11.9	-1.2
RXFP1 antagonist	-2.1	-16.8	2.2	5.3	-2.2	7.3
D1 PAM	-3.3	-2.9	-3.9	1.9	-9.8	-2.5

7) COc1ccc(C2C(C(C)=O)=C(O)C(=O)N2c2ccc(O)cc2)cc1 (stereo unspecified)
8) CCOc1ccc(CC2S/C(=N/c3ccccn3)NC2=O)cc1 (stereo unspecified)
9) O=C1OC(=O)c2cc([N+](=O)[O-])ccc21
10) Nn1c(SCC(=O)Nc2cccc(S(N)(=O)=O)c2)nnc1C1CC1
11) Nn1c(SCc2ccc([N+](=O)[O-])cc2)nc2ccccc2c1=O
12) Cc1ccc(/C=C(\NC(=O)c2ccc(C)cc2)C(=O)NCCCn2ccnc2)cc1
entry no.	7	8	9	10	11	12
RXFP1 agonist	2.5%	4.8%	0.8%	-1.1%	-6.3%	-1.0%
TRHR PAM	-4.0	14.8	1.2	-0.1	-19.4	3.6
Anesthetic bind	-4.3%	-16.8%	.	-14.0%	1.9%	-0.6%
TRHR ag	1.0	-0.1	-0.5	1.6	-0.1	1.0
D2 PAM	2.8	3.1	6.4	2.7	3.5	1.2
D1 ag	1.4	1.8	-0.2	7.1	0.1	-0.1
D1 antag	2.2	-2.0	.	-3.3	11.4	0.0
RXFP1 antagonist	-8.8	16.6	.	10.8	1.9	-2.6
D1 PAM	-1.8	-7.1	-2.5	-5.2	10.2	-5.8

13) CN(C)CCOC(=O)C12CC3(C)CC(C)(CC(C)(C3)C1)C2
14) Cc1cccc(-n2c(=S)[nH]c3sc4c(c3c2=O)CCc2ccccc2-4)c1
15) CC(C)N(C)CCOC(=O)c1ccc2c(c1)OCCO2
16) COc1cc(CC(=O)Nc2ccc3c(c2)CCC3)cc(OC)c1OC
17) COc1ccc(/C=C(\C#N)c2n[nH]c(Cn3cncn3)n2)cc1
18) COc1ccc(NC(=O)Nc2c[nH]c(=O)[nH]c2=O)cc1OC
entry no.	13	14	15	16	17	18
RXFP1 agonist	0.3%	?	0.7%	0.5%	-0.2%	1.0%
TRHR PAM	-3.2	-0.4	-2.9	4.7	-0.6	-2.4
Anesthetic bind	-5.4%	-1.9%	1.7%	-11.0%	-8.8%	0.3%
TRHR ag	1.1	-0.8	0.4	-0.2	0.6	-1.1
D2 PAM	-21.7	.	-8.5	6.1	6.8	1.4
D1 ag	4.2	-1.1	0.4	6.1	-0.7	5.0
D1 antag	42.3	0.5	6.6	2.4	11.4	5.9
RXFP1 antagonist	-2.6	-13.0	10.2	14.3	-10.4	2.6
D1 PAM	-3.5	-2.1	-4.4	5.2	-3.7	-1.6

19) Cc1cc(C)c(OCCCCn2cnc3ccccc3c2=O)c(C)c1
20) CCOC(CNC(=O)c1ccc2c(c1)ncn2-c1cccc(F)c1)OCC
21) COC(=O)C1=C(C)N(Cc2cccnc2)C(=O)/C1=C\c1sccc1C
22) Cc1cc(C)c(C)c(OCC(=O)O/N=C(\N)c2cccnc2)c1
23) CCCn1cc(CN2CCCC(CNC(=O)c3ccc(F)cc3)C2)c(C)n1 (stereo unspecified)
24) COc1ccccc1CNC(=O)Cn1ncc2c(=O)oc3ccc(C)cc3c21
entry no.	19	20	21	22	23	24
RXFP1 agonist	-0.9%	1.3%	-1.5%	-2.4%	-0.2%	11.2%
TRHR PAM	1.1	2.8	-0.4	1.7	1.3	-2.0
Anesthetic bind	-5.2%	-3.4%	-18.7%	1.6%	-0.9%	-8.9%
TRHR ag	-0.7	-0.1	-2.0	-0.5	-0.1	-0.8
D2 PAM	14.7	0.9	-1.1	11.2	-0.5	2.9
D1 ag	3.3	-2.3	3.0	8.3	-0.1	0.5
D1 antag	-0.5	-3.3	-11.0	-1.6	-2.1	0.4
RXFP1 antagonist	-5.5	-9.4	3.0	-7.5	6.8	-21.1
D1 PAM	-3.2	-5.2	-6.0	-1.6	-1.6	3.6

25) Cc1cccc(-n2c(SCC(=O)N3CCCC3)nc3n[nH]c(C)c3c2=N)c1
26) CC(=O)Nc1ccc(-c2nnc(SCC(=O)n3c4c(c5ccccc53)CCCC4)n2C)cc1
27) COC(=O)c1cccc(NC(=O)c2nn(C)c(=O)c3ccccc23)c1
28) Cn1c(C(=O)Nc2ccc(OC(F)(F)F)cc2)cc2c(=O)n3ccccc3nc21
29) CCN(CC)CCCN(Cc1cc2cc3c(cc2[nH]c1=O)OCO3)C(=S)Nc1ccccc1
30) Cc1ccc(C2C3=C(CCCC3=O)Nc3c2c(C)nn3-c2ccccn2)o1 (stereo unspecified)
entry no.	25	26	27	28	29	30
RXFP1 agonist	?	-0.3%	4.7%	-1.0%	1.4%	7.9%
TRHR PAM	40.1*	-1.3	39.7*	-4.3	-1.5	-1.8
Anesthetic bind	-6.6%	-7.6%	?	-2.5%	1.7%	-4.1%
TRHR ag	-1.3	-0.3	-0.3	-0.1	-0.6	-0.2
D2 PAM	6.3	-2.3	-2.8	-5.2	-12.4	9.4
D1 ag	5.7	2.5	0.9	4.2	-0.3	-0.5
D1 antag	-10.4	6.0	9.3	2.5	15.6	2.1
RXFP1 antagonist	34.7	-13.6	-0.5	3.0	-19.1	.
D1 PAM	2.2	-3.8	1.6	-0.3	-3.4	-4.6

31) COc1ccccc1NC(=O)CN1CCN(CC(=O)Nc2ccc3c(c2)OCCO3)CC1
32) CCCCCCNc1c(C(=O)OCC)c(=O)[nH]c2ccccc12
33) COC(=O)CN(c1ccc(C)cc1)S(=O)(=O)c1ccc2c(c1)n(C)c(=O)c(=O)n2C
34) CC(C)CCN1CCN(Cc2cccn2-c2cccnc2)CC1CCO (stereo unspecified)
35) CC(C)(C)CN1CCN(Cc2c[nH]c3ccccc23)CC1CCO (stereo unspecified)
36) Cc1ccc2c(c1)N(CC(=O)NC1CCCCC1C)C(=O)CO2 (stereo unspecified)
entry no.	31	32	33	34	35	36
RXFP1 agonist	0.1%	-0.2%	2.5%	-2.0%	3.0%	-0.7%
TRHR PAM	0.0	-0.7	-2.5	4.8	2.7	-0.3
Anesthetic bind	-6.2%	-0.2%	-8.7%	-6.9%	-10.7%	-8.7%
TRHR ag	-0.3	-1.3	0.3	0.4	1.0	-0.4
D2 PAM	1.0	-7.5	-9.7	-6.4	.	0.7
D1 ag	-0.8	1.8	2.4	30.4*	10.0	1.6
D1 antag	0.6	1.5	7.8	34.0	-11.1	-7.4
RXFP1 antagonist	-1.1	6.5	5.5	0.8	-4.1	-4.2
D1 PAM	-2.8	-2.9	1.1	-0.8	-5.7	-2.9

# Ordered by heavy-atom count (smallest number first): part of the list above
32) CCCCCCNc1c(C(=O)OCC)c(=O)[nH]c2ccccc12
6) Cc1ccc(CN2CCN(C3CSCCSC3)CC2CCO)cc1 (stereo unspecified)
21) COC(=O)C1=C(C)N(Cc2cccnc2)C(=O)/C1=C\c1sccc1C
14) Cc1cccc(-n2c(=S)[nH]c3sc4c(c3c2=O)CCc2ccccc2-4)c1
23) CCCn1cc(CN2CCCC(CNC(=O)c3ccc(F)cc3)C2)c(C)n1 (stereo unspecified)
24) COc1ccccc1CNC(=O)Cn1ncc2c(=O)oc3ccc(C)cc3c21
3) CCOC(=O)N1CCC(NC(=O)c2cc3cc4cc(OC)ccc4nc3o2)CC1
entry no.	32	6	21	14	23	24	3
RXFP1 agonist	-0.2%	-2.8%	-1.5%	?	-0.2%	11.2%	1.8%
TRHR PAM	-0.7	-11.7	-0.4	-0.4	1.3	-2.0	5.5
Anesthetic bind	-0.2%	-8.5%	-18.7%	-1.9%	-0.9%	-8.9%	-14.4%
TRHR ag	-1.3	0.7	-2.0	-0.8	-0.1	-0.8	0.0
D2 PAM	-7.5	-7.9	-1.1	.	-0.5	2.9	-6.4
D1 ag	1.8	0.5	3.0	-1.1	-0.1	0.5	3.5
D1 antag	1.5	-1.2	-11.0	0.5	-2.1	0.4	-10.8
RXFP1 antagonist	6.5	7.3	3.0	-13.0	6.8	-21.1	2.2
D1 PAM	-2.9	-2.5	-6.0	-2.1	-1.6	3.6	-3.9

# (list continues)
37) COc1ccc(CN2CCN(Cc3ccc4ccccc4c3)CC2)cc1OC
38) Cc1ccc(NC(=O)CNC(=O)c2ccc(Oc3ccccc3)cc2)nc1
39) CC(=O)Nc1ccc(NC(=O)C(C)N(C)CC(=O)Nc2ccccc2Br)cc1 (stereo unspecified)
40) CCOc1ccccc1NC(=O)Cn1c(=O)oc2ccccc21
41) COc1ccc(CN2C(=O)c3cccnc3C2Nc2cc(Cl)ccc2OC)cc1 (stereo unspecified)
42) CCN(CC)C(=O)/C(=C\c1cccc([N+](=O)[O-])c1)NC(=O)c1ccco1
43) Cc1cc(C)n(CCc2nc3c4ccccc4nc(SCc4ccc(F)cc4)n3n2)n1
44) Cc1ccccc1CCNC(=O)CCn1nc(C)c2c(C)n(-c3ccccc3)nc2c1=O
entry no.	37	38	39	40	41	42	43	44
RXFP1 agonist	-2.6%	2.4%	0.9%	-2.1%&-0.2%	1.9%	-0.1%	-0.4%	-0.8%
TRHR PAM	4.9	3.8	1.5	-1.6&6.8	1.3	3.1	-9.9	-3.2
Anesthetic bind	-4.9%	.	-3.0%	-5.4%&-8.3%	2.2%	-9.3%	-4.8%	-14.0%
TRHR ag	0.3	0.7	0.9	-2.0&-0.1	0.1	0.2	0.4	-0.6
D2 PAM	-16.0	-9.8	-4.2	13.9&19.7	-6.0	-5.0	-8.0	13.3
D1 ag	7.3	4.1	2.2	2.9&-0.2	2.1	0.2	2.7	-0.7
D1 antag	-1.1	-8.5	-9.7	7.8&5.9	13.1	13.4	-3.6	42.5
RXFP1 antagonist	-2.2	-20.2	19.8	7.6&2.1	10.6	3.1	-6.0	-37.0
D1 PAM	-10.8	3.5	4.7	-2.9&-3.2	-3.4	0.9	-2.1	2.4
